Compound activity from PubChem BioAssay.
SENP8 block: SENP8 (human) protease inhibition | AID 602440 | 360,000 tested, 0.64% active | inhibition, % at 20 µM | Q96LD8 | recombinant SENP8, Nedd8 substrate fluorescence; in the data active = inhibition mostly above about 40%, no sharp cut-off; inactive = mostly below about 27%
Target sequence (Q96LD8 whole entry, looked up): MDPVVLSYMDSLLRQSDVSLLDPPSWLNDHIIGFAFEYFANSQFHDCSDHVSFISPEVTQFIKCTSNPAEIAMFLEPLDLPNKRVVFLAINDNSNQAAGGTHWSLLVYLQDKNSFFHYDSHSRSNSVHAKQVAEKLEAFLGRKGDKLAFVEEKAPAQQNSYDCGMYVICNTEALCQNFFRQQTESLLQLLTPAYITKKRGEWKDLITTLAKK
SENP1 inh: blocks the human SENP1 SUMO protease catalytic domain | 360,000 tested, 0.21% active | recombinant SENP1 catalytic domain, CyPet-SUMO1-YPet FRET cleavage | inhibition, % at 10 µM | Q9P0U3;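 active = inhibition at least 30% at 10 µM, raw YFP signal under a set limit, fluorescence ratio 0.5 to 1.5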;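 also: 0% = enzyme with DMSO and 100% = no enzyme wells; some results filed as inactive read as strong as hits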
Target sequence (Q9P0U3 419-644 limits assumed): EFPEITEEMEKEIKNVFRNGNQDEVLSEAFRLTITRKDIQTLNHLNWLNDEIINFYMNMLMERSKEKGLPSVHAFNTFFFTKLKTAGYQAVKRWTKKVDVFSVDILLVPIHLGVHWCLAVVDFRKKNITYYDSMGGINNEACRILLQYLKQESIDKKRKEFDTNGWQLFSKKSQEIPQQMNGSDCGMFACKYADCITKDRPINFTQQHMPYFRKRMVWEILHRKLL
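Assay system: hSENP1 catalytic domain, recombinant. Amount: SENP1 enzyme, 20 pM final. Schedule: 50 min reaction, RT, dark. Technique: FRET, CFP and YFP emission. Control set: no-enzyme wells low, DMSO-plus-enzyme wells high control.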
* hit, by the source's call.

mol,SENP8 block,SENP1 inh
C=C1C(=O)[C@]23C[C@H]1CCC2[C@@]1(C)C(C[C@@H]3O)[C@](C)(C(=O)O)C[C@H](O)[C@@H]1O (stereo partly drawn),25,0
COCCNC(=O)C1(C)CCN(C(=O)/C=C/c2ccccc2)C1 (stereo not drawn),12,0
COc1cccc(C(O)c2ncc(-c3cccc(C(F)(F)F)c3)[nH]2)c1 (stereo not drawn),9,-2
CC(=O)Nc1cc(-c2ccc(S(C)(=O)=O)cc2)cn2c(-c3ccc(F)cc3)cnc12,-240,0
COc1ccc(C(C(=O)NCc2ccccc2)n2c(-c3ccncc3)nc3ccccc32)cc1 (stereo not drawn),-89,-5
Cc1cccc(C(O)c2ncc(-c3ccc(F)cc3)[nH]2)c1C (stereo not drawn),1,-1
CC1(C(=O)NCc2cccc(Cl)c2)Cc2c(-c3cccc(C(N)=O)c3)ccnc2O1 (stereo not drawn),15,3
CCc1nc2c(OCCC3CCCCC3)cccn2c1N(C)C(=O)c1ccc(OC)cc1,17,1
O=S1(=O)C=C[C@H](COCc2ccccc2)N1,2,0
Cc1ccccc1CC1(C)C(=O)Nc2ccc(S(=O)(=O)NC3CCCCC3)cc21 (stereo not drawn),14,0
CCOC(=O)[C@]12CCC=C1N(Cc1ccc3c(c1)OCO3)C(=O)[C@H](CC(=O)NCc1cccs1)C2,8,0
CNc1ccc2ncc(-c3ccccc3C(C)=O)n2n1,-124,-3
O=C(Nc1cccc2c1CCCC2)c1cc(C2CCCCN2C(=O)c2cccs2)on1 (stereo not drawn),12,-2
COc1ccccc1Cc1c(-c2ccco2)nc2ccc(C)cn12,-366,-25
CCN(CC)C(=O)c1csc(COCCO)n1,5,2
COCCN(Cc1ccc(OC)cc1)c1c(C)nc2ccc(C(=O)Nc3ccc(NC(C)=O)cc3)cn12,-1,2
CC(C)(C)c1ccccc1NC(=O)Nc1nc(C(N)c2ccccc2Cl)cs1 (stereo not drawn),10,-1
Oc1ccc(C[C@@H](CN2CCCC2CN2C(=S)NC[C@@H]2Cc2ccccc2)N2C[C@H](Cc3ccccc3)N(CC3CCCCCC3)C2=S)cc1 (stereo partly drawn),14,-2
CCC(C)CN1C(=O)CSCC1(C)C(=O)Nc1ccc2c(c1)OCCO2 (stereo not drawn),24,2
CCCCOCCCNC(=O)C[C@@H]1C[C@@]2(C(=O)OC)CC(C)(C)CC=C2N(Cc2ccco2)C1=O,16,3
CCC(=O)N1CCCC(C)(C(=O)Nc2ccc(C)c(C)c2)C1 (stereo not drawn),16,0
COCCNC(=O)C1(C)Cc2c(-c3ccc4c(c3)OCO4)ccnc2O1 (stereo not drawn),-96,1
N#Cc1cccc(NC(=O)c2cc(C3CCCCN3C(=O)c3cccs3)on2)c1 (stereo not drawn),9,1
CCCCNC(=O)c1nc(C2CCNCC2)oc1-c1cccc(C(F)(F)F)c1,17,1
Cc1nc2ccc(C(=O)NCCCn3ccnc3)cn2c1N(C)CC1CCCCC1,12,0

One compound at a time, from the list above. Values in the order: SENP8 block	SENP1 inh
COc1ccc(C(C(=O)NCc2ccccc2)n2c(-c3ccncc3)nc3ccccc32)cc1 (stereo not drawn) in the list: -89	-5
CNc1ccc2ncc(-c3ccccc3C(C)=O)n2n1 in the list: -124	-3
CCC(=O)N1CCCC(C)(C(=O)Nc2ccc(C)c(C)c2)C1 (stereo not drawn) in the list: 16	0
COc1cccc(C(O)c2ncc(-c3cccc(C(F)(F)F)c3)[nH]2)c1 (stereo not drawn) in the list: 9	-2

The listing picks up with the six entries that preceded the break.
mol,SENP8 block,SENP1 inh
CCCCOCCCNC(=O)C[C@@H]1C[C@@]2(C(=O)OC)CC(C)(C)CC=C2N(Cc2ccco2)C1=O,16,3
CCC(=O)N1CCCC(C)(C(=O)Nc2ccc(C)c(C)c2)C1 (stereo not drawn),16,0
COCCNC(=O)C1(C)Cc2c(-c3ccc4c(c3)OCO4)ccnc2O1 (stereo not drawn),-96,1
N#Cc1cccc(NC(=O)c2cc(C3CCCCN3C(=O)c3cccs3)on2)c1 (stereo not drawn),9,1
CCCCNC(=O)c1nc(C2CCNCC2)oc1-c1cccc(C(F)(F)F)c1,17,1
Cc1nc2ccc(C(=O)NCCCn3ccnc3)cn2c1N(C)CC1CCCCC1,12,0
COc1ccccc1Cc1c(C2CCCCC2)nc2cc(C)c(Br)c(C)n12,1,0
COc1ccccc1N(C)c1cc2c(c3c1ccn3C)C1CCC2O1 (stereo not drawn),-362,-3
CSc1ccc(OC2(C)CCN(Cc3ccccc3)C2)cc1 (stereo not drawn),20,3
CCOC(=O)C1(C)CCCN1C(=O)c1ccc2ccccc2c1 (stereo not drawn),8,-2
Nc1cc(Cl)ccc1CN1C(=O)c2ccccc2C1=O,-399,-15
COc1ccc([C@H]2CC(=O)C[C@@H](CCn3cc(C(C)C)nn3)O2)cc1,19,2
COc1cccc(C(C)(O)c2nc(-c3ccc(OC)c(OC)c3)cs2)c1 (stereo not drawn),11,-1
COc1cc2c(cc1[N+](=O)[O-])-c1ccc([N+](=O)[O-])cc1C2,37,7
OCc1cccc(-c2csc(C(O)(c3ccccc3)C(F)(F)F)n2)c1 (stereo not drawn),11,2
CCCNC(=O)C1(C)CCN(C(=O)c2cccc(C#N)c2)C1 (stereo not drawn),14,1
Cc1cccc(C)c1NC(=O)C(c1ccccc1OC(F)(F)F)N1CCN(C/C=C/c2ccccc2)CC1 (stereo not drawn),22,2
COC(=O)[C@]12CCCCC=C1N(Cc1ccc3c(c1)OCO3)C(=O)[C@H](CC(=O)NCC13CC4CC(CC(C4)C1)C3)C2,12,2
O=C(NC1CCCCC1)C1c2ccccc2OCC(=O)N1CCCN1CCOCC1 (stereo not drawn),-23,2
OC(c1ccc(F)c(F)c1)c1nc(-c2ccc(Cl)cc2)cs1 (stereo not drawn),18,0
O=C1NC[C@@H](CCCCN2C[C@H](Cc3ccc(O)cc3)N(Cc3ccccc3)C(=O)C2=O)N(CC2CCCCC2)C1=O,2,-1
COc1ccc(C(O)c2ncc(-c3cccc(OC)c3)[nH]2)cc1 (stereo not drawn),2,1
Cc1cn([C@H]2C[C@H](O)[C@@H](/C=C/C(=O)NCCc3cccnc3)O2)c(=O)[nH]c1=O,25,1
CCOC1=C2CN(S(=O)(=O)c3ccc(C)cc3)[C@H](c3cccc(Cl)c3)C[C@H]2[C@H]2C(=O)N(c3ccccc3)C(=O)[C@H]2C1,19,1
COCc1cccc(-c2csc(C(O)c3cccc(OC)c3)n2)c1 (stereo not drawn),16,3
C[C@@H]1Cc2[nH][nH]c(=O)c2[C@H](C)O1,16,1
CCC(=O)N1CCC1(C)C(=O)Nc1ccc2c(c1)CCN2C(C)=O (stereo not drawn),8,2
Nc1ccn([C@@H]2O[C@H](C(=O)Nc3ccc(C(=O)N4CCCCC4)cc3)[C@@H](O)[C@H]2O)c(=O)n1,12,-2
Clc1ccccc1OCCNc1nc(NCC2CC2)nc2ccsc12,-9,-1
Cc1cccc(NC(=O)Nc2nnc([C@H]3C[C@H](O)[C@@H](CO)O3)s2)c1,5,1
Cc1noc(C)c1C(=O)N1CCC1(C)C(=O)NS(=O)(=O)c1ccc(Br)cc1 (stereo not drawn),7,1
Nc1ncnc2c1ncn2[C@@H]1O[C@H](C(=O)N[C@@H](CO)Cc2ccccc2)[C@@H](O)[C@H]1O,22,-1
COCCNC(=O)C1Cc2c(-c3ccc(NC(C)=O)cc3)ccnc2O1 (stereo not drawn),5,1
CC1COc2c3ccccc3nn21 (stereo not drawn),20,5
COc1ccc(Cl)c(-c2cc(C(=O)Nc3ccc(C)c(NS(C)(=O)=O)c3)[nH]n2)c1,-4,-2
COc1cccc(-c2cnc(C(O)c3c(C)ccc4ccccc34)[nH]2)c1 (stereo not drawn),15,2
O=C(N[C@H]1C=C[C@H](CC(=O)N2CCCCC2)O[C@@H]1CO)c1cccc(F)c1,21,1
Cc1cc(C)c2cc(N)c(Cl)nc2n1,-344,-22
Cc1nc2cc(NC(=O)C3(C)CCCN(C(C)C)C3)ccc2o1 (stereo not drawn),11,1
CC(C)NC(=O)C1(C)CN(S(C)(=O)=O)CC(=O)N1Cc1cccs1 (stereo not drawn),15,-2
O=C(O)c1ccc(CSc2nc3c(c(=O)[nH]2)CCC3)cc1,10,2
COCCCNC(=O)C[C@@H]1C[C@@]2(C(=O)OC)CC(C)(C)CC=C2N(Cc2ccccc2)C1=O,11,-5
COc1ccccc1Cn1c(C)c(C(=O)NCc2ccc(C#N)cc2)sc1=O,7,-3
Nc1[nH]c(C(=O)c2ccccc2)c(-c2ccccc2C(F)(F)F)c1C(=O)c1cccs1,-4,5
Cc1cccc(C)c1NC(=O)C(c1ccc(-c2ccccc2)cc1)n1c(=O)c(-c2ccco2)nc2ccccc21 (stereo not drawn),-442,-31
C[N+](=O)C1C(=O)Nc2ccccc21 (stereo not drawn),8,-2
C[C@H](c1ccccc1)N1C[C@@H](COCc2ccccc2)Oc2cc(N3CC[C@@H](O)C3)ccc2S1(=O)=O,8,0
CC(C)Nc1nc(NCCN2CCNC2=O)c2sccc2n1,-25,-1
Nc1nc2cc(Cl)ccc2cc1C(=O)NCCCc1ccccc1,-356,-12
COc1cc(Cl)ccc1OC1(C)CCN(Cc2ccc(SC)cc2)C1 (stereo not drawn),9,-1
CNc1nc(NCCOc2ccccc2Cl)c2sccc2n1,-29,1
COC(=O)C[C@H]1C=C[C@@H](NS(=O)(=O)c2ccc(C)cc2)[C@@H](CO)O1,12,3
O=C(C[C@@H]1C=C[C@@H](NC(=O)C2CC2)[C@@H](CO)O1)NCc1ccccc1Cl,12,0
CC1(C(=O)Nc2ccc3c(c2)OCCO3)CCC(=O)N1CCc1c[nH]c2ccccc12 (stereo not drawn),12,2
CC(C)NC(=O)CN1CCN(C(c2ccnc3ccccc23)c2nnnn2-c2ccc3c(c2)OCCO3)CC1 (stereo not drawn),-11,-2
COC(=O)C1(C(=O)OC)C[C@H](c2ccc(OC)cc2)N(Cc2ccccc2OC)[C@@H]1c1ccccc1,14,5

Reformatted field by field: entries from further up.
> CC(C)(C)c1ccccc1NC(=O)Nc1nc(C(N)c2ccccc2Cl)cs1 (stereo not drawn)
  SENP8 block = 10; SENP1 inh = -1

> Cc1nc2ccc(C(=O)NCCCn3ccnc3)cn2c1N(C)CC1CCCCC1
  SENP8 block = 12; SENP1 inh = 0

Additional records:
mol,SENP8 block,SENP1 inh
Cc1cccc(S(=O)(=O)NC(=O)C2(C)CCN2C(=O)Cc2ccc(-c3ccccc3)cc2)c1 (stereo not drawn),6,-1
CC1(Cc2ccc(S(C)(=O)=O)cc2)C(=O)Nc2ccc(Cl)cc21 (stereo not drawn),1,1
CCc1nc2ccc(C(=O)N3CCN(C(=O)c4ccco4)CC3)cn2c1N(C)Cc1nccs1,3,-8
COc1ccccc1CNC(=O)c1cc(-c2cc(F)ccc2OC)n[nH]1,18,-1
Cc1nc2ccc(C(=O)N3c4ccccc4N=C(c4ccc5c(c4)OCO5)C3C(=O)NCc3ccccc3)cc2[nH]1 (stereo not drawn),-165,-18
COCCNC(=O)C1(C)CCCN(C(=O)c2cccc(C#N)c2)C1 (stereo not drawn),10,-1
CCC(c1nc2ccccc2[nH]1)N(C(=O)C1=NNC(=O)CC1)c1ccccc1 (stereo not drawn),9,-3
CCC(C(=O)Nc1c(C)cccc1C)n1c(-c2ccc(=O)[nH]c2)nc2ccccc21 (stereo not drawn),-70,13
COc1ccc(C(O)c2nc(-c3cccc(O)c3)cs2)cc1 (stereo not drawn),14,1
CCCCOCCCNC(=O)C[C@@H]1C[C@@]2(C(=O)OC)CCCCC=C2N(CCC2=CCCCC2)C1=O,10,-1
CSCCC(c1nc2ccccc2[nH]1)n1c(-c2ccc3ncccc3c2)nc2ccccc21 (stereo not drawn),-335,1
Cc1cc(C)n2c(NCc3ccccc3)c(CCc3ccccc3)nc2n1,-21,-10
O=C1NC[C@@H](CCCCN2C[C@H](Cc3ccccc3)N(CCc3ccc(O)cc3)C(=O)C2=O)N(CC2CCCCC2)C1=O,8,1
CCCCn1c(O)c2n(c1=O)Cc1ccccc1N=C2c1ccc(OC)cc1,28,1
CCOC(=O)C1(C)CCCN(C(=O)CCc2ccccc2)C1 (stereo not drawn),23,2
CC1(C(=O)Nc2ccc(Cl)c(Cl)c2)CCN1C(=O)CC(c1ccccc1)c1ccccc1 (stereo not drawn),23,1
COc1ccc(C(C)=O)cc1Cn1c(C)c(C(=O)NCc2ccc3c(c2)OCO3)sc1=O,3,-5
COCCNC(=O)C1(C)CCCN(C(=O)c2cc(C)on2)C1 (stereo not drawn),8,-1
COc1ccc(NC(=O)C2Cc3c(-c4cccc(C(N)=O)c4)ccnc3O2)cn1 (stereo not drawn),21,1
O=C(NCc1cccnc1)c1ccc(-c2ccc(F)c(F)c2)c2ccoc12,-23,1
O=C(C[C@H]1C=C[C@H](NC(=O)c2ccccn2)[C@@H](CO)O1)NCc1cc(F)cc(F)c1,20,1
COc1ccc(-c2coc3c(C(=O)Nc4cccnc4)cccc23)c(C)c1,-6,1

Some of the compounds tested; the hit share may differ from the screen's.
